STAT3 act = STAT3 signaling activation; U3A cells, IL-6 STAT3-luciferase reporter, luminescence; 100% = signal with IL-6 EC80 alone; AID 871; 190,000 tested, 0.91% active; activation (% of control), % at 5.6 µM;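 active = activation above the screen-wide mean of compound activation plus 3 SD, cut at about 130% in these data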;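 also: 0% = background luminescence of wells with medium and substrate only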
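Material: STAT3-luciferase reporter U3A cells. Controls: IL-6-treated wells, 100% activation. Read-out: % activation versus median of IL-6-stimulated wells. Probe or stimulus: IL-6 stimulus at 33 ng/mL final. Timing: compound 1 h, then IL-6 6 h at 37 °C. Signal: reporter luminescence signal.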
Efa HMGR inh = E. faecalis class II HMG-CoA reductase inhibition | AID 1066 | inhibition, % at 10 µM | 190,000 tested, 0.41% active | purified E. faecalis HMGR, NADPH absorbance 340 nm kinetic;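 active = inhibition above a set limit, the median over all tested compounds plus 3 SD, cut at about 9.5% in these data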;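 also: enzyme runs in reverse so mevalonate oxidation gives rising NADPH absorbance; 0% = complete reaction with DMSO and 100% = background rate lacking mevalonate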
STAT1 activator = increases IFN-gamma driven STAT1 reporter signal | activation (% of control), % at 5.5 µM | AID 932 | 200,000 tested, 2.6% active | NIH 3T3 STAT1-luciferase reporter, luminescence; 100% = IFN-gamma alone, no compound;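 active = activation above the screen-wide mean activation plus 3 SD, cut at about 130% in these data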;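 also: raw ratio to IFN-gamma control signal so 100% means no change and 0% no light; values of inactives mirror those of a sister screen read the other way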
STAT1 inh = inhibitors of IFN-gamma induced STAT1 signaling. NIH 3T3 STAT1-luciferase reporter, luminescence. inhibition, % at 5.5 µM. 200,000 tested, 0.35% active. AID 920;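 active = inhibition above a set limit, the mean inhibition across all tested compounds plus 3 SD, cut at about 34% in these data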;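 also: 0% = IFN-gamma with DMSO and 100% = IFN-gamma with 300 µM nifuroxazide; values of inactives mirror those of a sister screen read the other way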
STAT3 inh = STAT3 signaling inhibition | inhibition, % at 5.5 µM | 190,000 tested, 0.89% active | U3A cells, IL-6 STAT3-luciferase reporter, luminescence; host cell line lacks STAT1;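 active = inhibition above the mean inhibition across all screened compounds plus 3 SD, cut at about 44% in these data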;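 also: 0% = DMSO only wells and 100% = 100 µM nifuroxazide control wells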
APP 5'UTR act = APP 5'UTR luciferase reporter activation. 190,000 tested, 1% active. AID 1276. activation, % at 2 µM. SH-SY5Y APP 5'UTR luciferase reporter, luminescence; zero percent = DMSO vehicle wells;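 active = activation above a set limit, based on mean plus 3 SD of controls, cut at about 140% in these data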; also: values of inactives mirror those of a sister screen read the other way
TLR4-MyD88 BLA = TLR4-MyD88 interaction inhibition in cells; AID 861; inhibition, % at 8.4 µM; HeLa CL3-4 TLR4/MyD88 BLA complementation, FRET ratio; O00206+Q99836; 200,000 tested, 0.18% active; in the data active = inhibition above about 25%;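 also: 0% = vehicle and 100% = reference inhibitor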
Target sequence (O00206 whole entry, looked up): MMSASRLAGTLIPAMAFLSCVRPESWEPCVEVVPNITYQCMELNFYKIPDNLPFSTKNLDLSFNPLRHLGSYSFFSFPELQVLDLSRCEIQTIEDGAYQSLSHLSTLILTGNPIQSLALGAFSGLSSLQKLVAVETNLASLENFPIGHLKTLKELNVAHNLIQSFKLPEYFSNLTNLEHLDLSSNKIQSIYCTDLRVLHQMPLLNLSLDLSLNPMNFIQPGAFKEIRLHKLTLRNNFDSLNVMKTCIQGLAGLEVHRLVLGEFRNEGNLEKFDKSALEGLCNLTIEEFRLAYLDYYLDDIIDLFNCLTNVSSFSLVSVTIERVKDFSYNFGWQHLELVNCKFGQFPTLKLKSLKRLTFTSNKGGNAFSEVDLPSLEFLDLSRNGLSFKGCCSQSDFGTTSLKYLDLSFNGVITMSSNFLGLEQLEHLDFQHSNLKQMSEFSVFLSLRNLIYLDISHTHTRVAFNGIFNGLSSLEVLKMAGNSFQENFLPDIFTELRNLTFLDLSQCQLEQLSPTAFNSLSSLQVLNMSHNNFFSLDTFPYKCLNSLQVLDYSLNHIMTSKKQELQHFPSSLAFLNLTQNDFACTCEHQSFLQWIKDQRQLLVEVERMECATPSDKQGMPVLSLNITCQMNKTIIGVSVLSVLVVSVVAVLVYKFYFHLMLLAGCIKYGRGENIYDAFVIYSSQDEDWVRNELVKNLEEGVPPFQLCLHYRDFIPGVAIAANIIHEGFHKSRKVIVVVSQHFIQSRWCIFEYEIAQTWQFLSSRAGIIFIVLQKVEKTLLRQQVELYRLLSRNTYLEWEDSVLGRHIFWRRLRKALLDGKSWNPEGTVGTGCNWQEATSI
Target sequence (Q99836 whole entry, looked up): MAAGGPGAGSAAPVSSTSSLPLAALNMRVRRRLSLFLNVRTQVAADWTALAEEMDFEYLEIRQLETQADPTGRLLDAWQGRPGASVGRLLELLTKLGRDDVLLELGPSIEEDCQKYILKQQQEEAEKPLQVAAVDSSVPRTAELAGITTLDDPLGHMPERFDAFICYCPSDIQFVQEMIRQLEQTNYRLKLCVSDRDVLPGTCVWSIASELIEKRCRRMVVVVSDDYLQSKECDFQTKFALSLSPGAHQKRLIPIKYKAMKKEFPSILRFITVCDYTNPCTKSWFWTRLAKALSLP
NF-kB expr up = raises NF-kB expression in human neuronal cells; 190,000 tested, 1.6% active; AID 1239; NF-kB reporter expression; hits give high values; fold change at 12.5 µM; in the data active = fold change above about 3.3
DTT redox prof = compounds producing H2O2 with reducing agent – biochemical, NIH compound library profiling, artefact control for MLSCN library redox annotation, primary screen; DTT-dependent redox cycling H2O2, phenol red/HRP absorbance; 100% = 100 µM peroxide control, 0% = buffer; activation, % at 10 µM; AID 878; 200,000 tested, 0.03% active;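 active = activation of at least 50% relative to the plate's high and low controls in the primary single-dose screen; inactive = activation below 50%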;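 also: compound incubated with DTT at 0.8 mM final as the reducing agent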
Hsp70 act = Hsp70 transcriptional activation, primary screen; HeLa Hsp70 promoter luciferase reporter, luminescence; scaled: vehicle 0, proteasome-inhibitor control 100%; activation, % at 10 µM; 200,000 tested, 0.04% active;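 active = activation above the mean across all tested compounds plus 3 SD, cutoff set per campaign, cut at about 5.5% in these data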;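 also: 100% = MG132 at 30 µM as the positive control and 0% = DMSO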
The depositor's hits bear a star.

`Cc1cccc(Cn2c(=O)n(Cc3ccco3)c(=O)c3ccccc32)c1` gave STAT3 act 110, Efa HMGR inh -1, STAT1 activator 96, STAT1 inh 5, STAT3 inh -9, APP 5'UTR act 11, TLR4-MyD88 BLA -6, NF-kB expr up 0.69, DTT redox prof 0.5 and Hsp70 act -0.4.
O=C(CSc1nnc(-c2ccncc2)n1-c1ccccc1)N1CCN(c2ccc(Cl)cc2)CC1 was read as STAT3 act 86, Efa HMGR inh 0, STAT1 activator 92, STAT1 inh 9, STAT3 inh 21, APP 5'UTR act 23, TLR4-MyD88 BLA -8, NF-kB expr up 1.2, DTT redox prof -0.1 and Hsp70 act 0.0.
`COc1ccc(-c2cc(C(=O)N3CCN(C(c4ccccc4)c4ccccc4)CC3)no2)cc1` gave STAT3 act 104, Efa HMGR inh 4, STAT1 activator 103, STAT1 inh -3, STAT3 inh 1, TLR4-MyD88 BLA -10, NF-kB expr up 1.2, DTT redox prof 3.3 and Hsp70 act -0.4.
CS(=O)(=O)N(CC(=O)NCCSCc1ccccc1)c1ccccc1 was read as STAT3 act 100, Efa HMGR inh 0, STAT1 activator 100, STAT1 inh -2, STAT3 inh 3, APP 5'UTR act 9, TLR4-MyD88 BLA 7, NF-kB expr up 0.87, DTT redox prof 4.0 and Hsp70 act 0.1.
Cc1cc(C)cc(NC(=O)Cn2c(=O)oc3cc(S(=O)(=O)N4CC(C)CC(C)C4)ccc32)c1 (stereo not drawn) was read as STAT3 act 93, Efa HMGR inh -6, STAT1 activator 94, STAT1 inh 7, STAT3 inh 17, APP 5'UTR act -6, TLR4-MyD88 BLA 12, NF-kB expr up 1.9, DTT redox prof -1.3 and Hsp70 act -0.2.
For Cc1noc(C)c1COC(=O)c1ccccc1Oc1ccccc1 the results were STAT3 act 103, Efa HMGR inh -1, STAT1 activator 92, STAT1 inh 9, STAT3 inh 0, APP 5'UTR act 10, TLR4-MyD88 BLA 3, NF-kB expr up 1.1, DTT redox prof 1.9 and Hsp70 act -0.4.
O=C(O)C(Cc1ccccc1)N1Cc2ccccc2C1=O (stereo not drawn) was read as STAT3 act 99, Efa HMGR inh -3, STAT1 activator 100, STAT1 inh 0, STAT3 inh 8, APP 5'UTR act 7, TLR4-MyD88 BLA -1, NF-kB expr up 0.9, DTT redox prof 0.1 and Hsp70 act 0.2.
For Cc1cc(C)cc(NC(=O)C(NCC2CCCO2)c2ccccc2)c1 (stereo not drawn) the results were STAT3 act 100, Efa HMGR inh -2, STAT1 activator 101, STAT1 inh -1, STAT3 inh 3, APP 5'UTR act 24, TLR4-MyD88 BLA 8, NF-kB expr up 1, DTT redox prof 0.1 and Hsp70 act -0.3.
For Cc1nn(C)c(C)c1CN(Cc1nc(-c2ccc(F)cc2F)oc1C)C1CC1 the results were STAT3 act 92, Efa HMGR inh -4, STAT1 activator 93, STAT1 inh 5, STAT3 inh 16, APP 5'UTR act -23, TLR4-MyD88 BLA -23, NF-kB expr up 1, DTT redox prof -0.3 and Hsp70 act -0.2.
Screening CS(=O)(=O)N1CCN=C1SCc1ccc([N+](=O)[O-])cc1 returned STAT3 act 101, Efa HMGR inh -6, STAT1 activator 104, STAT1 inh -7, STAT3 inh 5, APP 5'UTR act -16, TLR4-MyD88 BLA 12, NF-kB expr up 1.2, DTT redox prof 0.0 and Hsp70 act 0.1.
`CCOC(=O)N(CC)OC(=O)Nc1ccc(Cl)cc1` gave STAT3 act 96, Efa HMGR inh -7, STAT1 activator 93, STAT1 inh 7, STAT3 inh 11, APP 5'UTR act 6, TLR4-MyD88 BLA -5, NF-kB expr up 1.3, DTT redox prof 0.1 and Hsp70 act -0.3.
COC(=O)c1ccccc1Sc1ncnc2onc(C)c12 was read as STAT3 act 104, Efa HMGR inh 0, STAT1 activator 98, STAT1 inh 2, STAT3 inh -3, APP 5'UTR act 10, TLR4-MyD88 BLA 4, NF-kB expr up 1.3, DTT redox prof -1.2 and Hsp70 act 0.1.
For O=C(Nc1ccc2c(c1)C(=O)N(c1ccccc1)C2=O)c1cccs1 the results were STAT3 act 84, Efa HMGR inh -3, STAT1 activator 102, STAT1 inh -4, STAT3 inh 22, APP 5'UTR act 7, TLR4-MyD88 BLA 11, NF-kB expr up 1.2, DTT redox prof 0.1 and Hsp70 act -0.2.
Screening N#CC1=C(N)Oc2n[nH]c(-c3cccs3)c2C1c1ccccc1C(=O)O (stereo not drawn) returned STAT3 act 102, Efa HMGR inh -3, STAT1 activator 100, STAT1 inh 0, STAT3 inh 2, APP 5'UTR act -36, TLR4-MyD88 BLA -1, NF-kB expr up 0.88, DTT redox prof -1.4 and Hsp70 act -0.3.
`COC(=O)Cc1csc(/N=C/c2c(O)n(-c3cccc(C(F)(F)F)c3)c(=O)c3ccccc23)n1` gave STAT3 act 99, Efa HMGR inh 1, STAT1 activator 103, STAT1 inh -3, STAT3 inh 5, APP 5'UTR act -4, TLR4-MyD88 BLA -4, NF-kB expr up 1.5, DTT redox prof -0.4 and Hsp70 act -0.2.
For Cc1cc(C)nc(NS(=O)(=O)c2ccc(NC(=O)c3ccc(N4C(=O)CCC4=O)cc3)cc2)n1 the results were STAT3 act 108, Efa HMGR inh -3, STAT1 activator 97, STAT1 inh 4, STAT3 inh -12, APP 5'UTR act -8, TLR4-MyD88 BLA -14, NF-kB expr up 1.6, DTT redox prof -0.6 and Hsp70 act -0.2.
CC1(c2ccc(Cl)cc2)NC(=O)CS1 (stereo not drawn) was read as STAT3 act 103, Efa HMGR inh -1, STAT1 activator 94, STAT1 inh 5, STAT3 inh -1, APP 5'UTR act 17, TLR4-MyD88 BLA -5, NF-kB expr up 1.3, DTT redox prof 0.1 and Hsp70 act -0.4.
For CCc1nnc(NC(=O)Cc2c[nH]c3ccccc23)s1 the results were STAT3 act 128, Efa HMGR inh 2, STAT1 activator 89, STAT1 inh 12, STAT3 inh -29, APP 5'UTR act -2, TLR4-MyD88 BLA -1, NF-kB expr up 0.93, DTT redox prof -1.6 and Hsp70 act -0.3.
For COc1ccc(Nc2nc(N)nc(CSc3nccc(C)n3)n2)cc1 the results were STAT3 act 107, Efa HMGR inh -1, STAT1 activator 104, STAT1 inh -4, STAT3 inh -8, APP 5'UTR act 25, TLR4-MyD88 BLA 5, NF-kB expr up 1.2, DTT redox prof 0.2 and Hsp70 act -0.1.
Screening O=S(=O)(c1ccc(S(=O)(=O)N(Cc2ccco2)Cc2ccccc2Cl)cc1)N1CCCC1 returned STAT3 act 103, Efa HMGR inh -2, STAT1 activator 99, STAT1 inh 1, STAT3 inh 0, APP 5'UTR act 1, TLR4-MyD88 BLA 8, NF-kB expr up 1.1, DTT redox prof 1.9 and Hsp70 act -0.1.
For N#Cc1ccccc1CSc1nc2ccsc2c(=O)n1Cc1ccccn1 the results were STAT3 act 98, Efa HMGR inh -5, STAT1 activator 110, STAT1 inh -11, STAT3 inh 0, APP 5'UTR act 22, TLR4-MyD88 BLA -15, NF-kB expr up 1.7, DTT redox prof -0.5 and Hsp70 act -0.4.
Cc1cc(NC(CC(C)C)C(=O)O)nc(Cc2ccccc2)n1 (stereo not drawn) was read as STAT3 act 100, Efa HMGR inh -1, STAT1 activator 102, STAT1 inh -2, STAT3 inh 7, APP 5'UTR act 7, TLR4-MyD88 BLA 8, NF-kB expr up 1.1, DTT redox prof -1.4 and Hsp70 act -0.2.
Clc1ccccc1-c1nn2c(Cn3cnc4ccccc43)nnc2s1 was read as STAT3 act 102, Efa HMGR inh -2, STAT1 activator 99, STAT1 inh 2, STAT3 inh 1, APP 5'UTR act -19, TLR4-MyD88 BLA -9, NF-kB expr up 0.75, DTT redox prof -0.9 and Hsp70 act -0.3.
`O=C(Cn1cnc2sc(-c3ccccc3)cc2c1=O)N1CCOCC1` gave STAT3 act 103, Efa HMGR inh -5, STAT1 activator 105, STAT1 inh -6, STAT3 inh 0, APP 5'UTR act -4, TLR4-MyD88 BLA 8, NF-kB expr up 1.2, DTT redox prof 1.0 and Hsp70 act 0.3.
Screening CCc1ccc2[nH]c(=O)c(CN(CCCN3CCOCC3)C(=O)Nc3cccc(Cl)c3)cc2c1 returned STAT3 act 98, Efa HMGR inh -5, STAT1 activator 103, STAT1 inh -3, STAT3 inh 12, APP 5'UTR act -3, TLR4-MyD88 BLA -7, NF-kB expr up 0.7, DTT redox prof -0.1 and Hsp70 act -0.3.
For CC(=O)N1CCN(S(=O)(=O)c2cccc(C(=O)OCC(=O)NC(=O)c3cccn3C)c2)CC1 the results were STAT3 act 111, Efa HMGR inh -3, STAT1 activator 94, STAT1 inh 6, STAT3 inh -3, APP 5'UTR act -17, TLR4-MyD88 BLA -5, NF-kB expr up 1.2, DTT redox prof -0.7 and Hsp70 act 0.2.
For CCN(CC)CCNc1nc(-c2ccccc2)c2c(c1C#N)CC(C)(C)OC2 the results were STAT3 act 108, Efa HMGR inh -2, STAT1 activator 102, STAT1 inh -2, STAT3 inh -4, APP 5'UTR act 9, TLR4-MyD88 BLA 3, NF-kB expr up 1.1, DTT redox prof 0.3 and Hsp70 act -0.5.
`CC1CCCCC1NC(=O)CO/N=C/c1ccc(OC(F)F)cc1` (stereo not drawn) gave STAT3 act 106, Efa HMGR inh -3, STAT1 activator 97, STAT1 inh 4, STAT3 inh -1, APP 5'UTR act -12, TLR4-MyD88 BLA -4, DTT redox prof -0.9 and Hsp70 act -0.3.
C/C(=N\NC(=O)c1ccc(O)cc1)c1ccc2c(c1)Nc1ccccc1S2 was read as STAT3 act 90, Efa HMGR inh -5, STAT1 activator 116, STAT1 inh -18, STAT3 inh 16, APP 5'UTR act 14, TLR4-MyD88 BLA -2, NF-kB expr up 0.69, DTT redox prof 1.4 and Hsp70 act 0.1.
For O=S(=O)(Nc1nc2ccccc2[nH]1)c1ccc(Cl)cc1 the results were STAT3 act 92, Efa HMGR inh -2, STAT1 activator 90, STAT1 inh 10, STAT3 inh 12, APP 5'UTR act 8, TLR4-MyD88 BLA 3, NF-kB expr up 1, DTT redox prof 1.5 and Hsp70 act -0.2.
`CCCSC(=O)N(CC)CC(=O)Nc1c(CC)cccc1CC` gave STAT3 act 108, Efa HMGR inh 4, STAT1 activator 100, STAT1 inh 0, STAT3 inh -3, APP 5'UTR act -6, TLR4-MyD88 BLA 9, NF-kB expr up 0.9, DTT redox prof 0.1 and Hsp70 act -0.2.
`COc1cc(Cl)c(S(=O)(=O)N2CC(C)OC(C)C2)cc1Cl` (stereo not drawn) gave STAT3 act 99, Efa HMGR inh -7, STAT1 activator 101, STAT1 inh -10, STAT3 inh 2, APP 5'UTR act -5, TLR4-MyD88 BLA -1, NF-kB expr up 1, DTT redox prof 0.8 and Hsp70 act -0.2.
For O=C(CCN1CCCCC1)Nc1cccc(Cl)c1 the results were STAT3 act 103, Efa HMGR inh -3, STAT1 activator 85, STAT1 inh 16, STAT3 inh -4, APP 5'UTR act 17, TLR4-MyD88 BLA -8, NF-kB expr up 1.1, DTT redox prof 0.0 and Hsp70 act -0.1.
